# Screening data from PubChem.
# mABHD4 FP: ABHD4 (mouse) inhibition, primary FP screen; AID 720543; inhibition, % at 8.92 µM; Q8VD66; purified mABHD4, FP-Rh probe fluorescence polarization; hit rate 0.54% among 370,000;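 active means inhibition exceeding the mean over every tested compound plus 3 SD, cut at about 30% in these data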;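 further: 0% = plate median of compound wells and 100% = S159A mutant with DMSO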
#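 system = mouse ABHD4 enzyme, wild type | medium = HEPES pH 7.0, NaCl, Pluronic buffer | also added = FP-Rh probe | incubation = Enzyme–compound pre-incubation 45 min, then probe 60 min, both 25 °C | technique = fluorescence polarization, excitation 525 nm, emission 598 nm, BODIPY TMR filters | controls = S159A mutant high control, sample median low control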
# ASAP1 GAP inh: inhibitors of human ASAP1 ArfGAP activity; Q9ULH1; ASAP1-stimulated ARF1 GTP hydrolysis, GDP FP detection; inhibition, % at 16.5 µM; hit rate 0.19% among 360,000; AID 624377; in the data active means inhibition above about 25%;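 further: 0% = vehicle with enzyme and substrate and 100% = no enzyme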
# Target sequence (Q9ULH1 325-724 limits assumed): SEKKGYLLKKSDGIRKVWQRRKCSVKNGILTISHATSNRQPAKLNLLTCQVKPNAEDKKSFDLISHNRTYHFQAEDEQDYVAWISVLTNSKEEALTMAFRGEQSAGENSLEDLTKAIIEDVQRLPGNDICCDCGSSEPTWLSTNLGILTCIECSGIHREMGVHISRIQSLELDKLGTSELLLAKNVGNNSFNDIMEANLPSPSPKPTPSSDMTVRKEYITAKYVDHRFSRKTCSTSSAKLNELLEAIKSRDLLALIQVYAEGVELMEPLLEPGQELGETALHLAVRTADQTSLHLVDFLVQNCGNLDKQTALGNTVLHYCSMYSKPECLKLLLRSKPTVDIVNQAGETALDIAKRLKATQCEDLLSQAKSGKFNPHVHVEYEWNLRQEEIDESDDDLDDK
# SMARCA2 activ: activators of SMARCA2 function. activation, % at 9.1 µM. hit rate 1% among 370,000. MG213 cells, MMTV-luciferase reporter, dexamethasone, overnight; in the data active means activation above about 7.8%;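 further: 0% = vehicle wells and 100% = reference activator wells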
# GC-B act: GC-B (human) receptor activation; activation, % at 10 µM; AID 1920062; P20594; HEK293-GC-B cells, CNP EC30, cGMP TR-FRET; 0% at EC30 CNP, 100% saturating CNP; hit rate 0.11% among 370,000;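 active means activation at 10 µM reaching about 35% in either raw or pattern-adjusted values, limit read from the data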
# HTRA1 inh: inhibitors of human serine peptidase HTRA1; recombinant HTRA1, FP-rhodamine activity-based probe, fluorescence polarization; inhibition, % at 5.96 µM; hit rate 0.5% among 340,000; in the data active means inhibition above about 36%;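 further: 0% = enzyme with DMSO and 100% = wells lacking enzyme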
# NPR1 activator: GC-A (human) enzyme activation; activation, % at 10 µM; P16066; HEK293 GC-A cells, cGMP TR-FRET, EC30 ANP; 0% at EC30 ANP, 100% saturating ANP; hit rate 0.14% among 370,000; in the data active means activation above about 40%
# ARFGAP1 inh: inhibits rat ARF GTPase activating protein 1; inhibition, % at 16.5 µM; Q62848; Arfgap1-stimulated ARF1 GTP hydrolysis, GDP FP detection; hit rate 0.26% among 360,000;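 active means inhibition above a per-plate limit, mean inhibition of low control wells plus 3 SD, cut at about 25% in these data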;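 further: 0% = DMSO wells with enzyme and 100% = wells lacking Arfgap1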
#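 material = rat Arfgap1 catalytic domain, aa 1-136 | also added = human ARF1(Δ1-17)-GTP substrate | compound dosing = one concentration, 16.5 µM, DMSO 1.26% | times = GTP hydrolysis reaction 2 h at 25 °C | measured by = FP, GDP Alexa 633 tracer displaced from anti-GDP antibody, 620/688 nm | evaluation = percent inhibition of Arfgap1-stimulated GTP hydrolysis | replication = single well per compound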
# rCAG RNA binder: molecules binding r(CAG) RNA repeats. r(CAG) RNA repeat, TO-PRO-1 dye displacement fluorescence. AID 651821. inhibition, % at 3 µM. hit rate 1.3% among 370,000;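 active means inhibition above the plate cutoff, the mean of all test compounds on that plate plus 3 SD, cut at about 35% in these data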;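 further: 0% = DMSO alone and 100% = 100 µM mitoxantrone as full dye displacement; higher means more dye released from RNA so lower well fluorescence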
# NR1D1 modulator: Rev-erb alpha (human) modulation; P20393; Rev-erbα–FITC-DNA binding, fluorescence polarization, 90 min; activity, % at 10 µM; hit rate 0.79% among 370,000;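 active means activity above about 14%, limit read from the data; passing the limit was not always enough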;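 further: 0% = DMSO wells with 35 nM protein and 100% = DMSO wells with 750 nM protein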
# Target sequence (P20393 whole entry, looked up): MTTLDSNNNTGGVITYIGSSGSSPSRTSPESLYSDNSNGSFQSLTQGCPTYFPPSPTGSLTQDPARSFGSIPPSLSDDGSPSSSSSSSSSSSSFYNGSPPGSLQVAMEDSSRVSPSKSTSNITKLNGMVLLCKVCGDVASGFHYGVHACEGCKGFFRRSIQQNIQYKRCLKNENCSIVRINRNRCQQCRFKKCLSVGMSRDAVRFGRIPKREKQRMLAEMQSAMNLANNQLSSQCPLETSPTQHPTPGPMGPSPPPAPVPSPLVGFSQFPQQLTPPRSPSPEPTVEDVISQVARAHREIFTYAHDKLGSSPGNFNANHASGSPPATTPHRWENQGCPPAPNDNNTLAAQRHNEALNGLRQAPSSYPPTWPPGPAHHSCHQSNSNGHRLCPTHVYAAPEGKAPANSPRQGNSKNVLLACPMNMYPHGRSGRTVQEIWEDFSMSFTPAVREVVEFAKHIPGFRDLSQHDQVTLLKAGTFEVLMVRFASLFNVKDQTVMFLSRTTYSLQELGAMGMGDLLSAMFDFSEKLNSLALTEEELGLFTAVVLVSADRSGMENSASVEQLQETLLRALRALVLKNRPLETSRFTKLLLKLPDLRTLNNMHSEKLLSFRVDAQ
# PG9 binder: binds the HIV-1 gp120 antibody PG9 | hit rate 0.43% among 360,000 | inhibition, % at 6.7 µM | AID 624416 | TR-FRET gp120-PG9 antibody binding; in the data active means inhibition above about 8.5%
# * marks the source's active call; other numbers are inactive results; . = not tested or not shown. Compounds as they come. About 4.4% of those tested had a hit in this group.
# Sample of the layout (two entries):
SMILES,mABHD4 FP,ASAP1 GAP inh,SMARCA2 activ,GC-B act,HTRA1 inh,NPR1 activator,ARFGAP1 inh,rCAG RNA binder,NR1D1 modulator,PG9 binder
COc1cc(NC(=O)c2cc(S(=O)(=O)N3CCCCC3)c[nH]2)cc(OC)c1,-8,-3,-5,-10,-15,-10,11,4,1,-0.1
CC1(c2ccccc2Br)NC(=O)N(CC(=O)NC2CCCCC2)C1=O (stereo unspecified),5,5,-1,1,3,3,-8,0,0,-0.9

# The listing, from the start:
SMILES,mABHD4 FP,ASAP1 GAP inh,SMARCA2 activ,GC-B act,HTRA1 inh,NPR1 activator,ARFGAP1 inh,rCAG RNA binder,NR1D1 modulator,PG9 binder
COc1cc(NC(=O)c2cc(S(=O)(=O)N3CCCCC3)c[nH]2)cc(OC)c1,-8,-3,-5,-10,-15,-10,11,4,1,-0.1
CC1(c2ccccc2Br)NC(=O)N(CC(=O)NC2CCCCC2)C1=O (stereo unspecified),5,5,-1,1,3,3,-8,0,0,-0.9
CC(C)/C=N/Nc1nc(-c2ccc(Br)cc2)cs1,13,14,1,-3,-4,7,-4,13,3,-1.0
COC(=O)c1sccc1N(C)S(C)(=O)=O,4,-8,-3,1,-3,-1,5,-4,1,-0.8
CCOc1ccc(/C=N/N(C)c2ccccc2)cc1OC,3,7,8.5*,-4,11,-1,-5,-1,-2,-1.1
O=C(COC(=O)C1COc2ccccc2O1)c1ccc(F)cc1 (stereo unspecified),2,-3,-4,-1,5,10,-4,1,3,0.0
COCCCNC(=O)CCS(=O)(=O)Cc1ccc(C)cc1,-9,4,1,1,3,-2,-7,-3,-3,-1.4
CC(C)Nc1nnc(SCC(=O)N2CCN(C(=O)c3ccco3)CC2)s1,-8,0,3,-6,9,5,-6,0,1,-2.1
Cn1c(=O)c2c(ncn2CCOc2ccc(F)cc2)n(C)c1=O,5,8,-3,-2,1,2,11,-2,3,0.6
CCn1cc(C(=O)NCCCN2CC(C)CC(C)C2)c(=O)c2cc(S(=O)(=O)N(C)C)ccc21 (stereo unspecified),10,-7,-2,0,7,2,15,1,-7,0.7
CS/C(Nc1cc(Cl)ccc1Cl)=C(/C#N)C(=O)c1ccco1,-34,-1,6,1,-41,2,3,47*,-7,0.7
O=C(CC1C(=O)NCCN1Cc1ccc(-c2ccccc2)cc1)NCCCn1ccnc1 (stereo unspecified),14,-5,-1,4,6,2,-2,-6,-2,-2.0
COc1ccc(-c2c[n+]3c4n2CCCCC4=C(c2ccccc2)C3)cc1,12,8,-1,4,14,8,-15,17,-4,0.6
CC(C)CC1(C)NC(=O)N(CCN2C(=O)c3ccccc3C2=O)C1=O (stereo unspecified),11,14,2,6,4,3,0,-1,-1,-3.3
O=C(Nc1cccc(F)c1)NC1(C(=O)N2CCC(O)CC2)CCCCC1,3,-10,2,-2,11,5,6,2,4,-1.2
Cc1c(C(=O)NCc2cccs2)sc(=O)n1Cc1ccc(S(=O)(=O)N(C)C)cc1,7,7,-2,-1,.,-1,9,2,-2,0.4
CN(Cc1nc2ccccc2n1C)S(=O)(=O)c1ccc(Cl)cc1,2,5,-1,2,1,4,-1,-4,-1,0.7
O/N=C1/CCSc2ccccc21,4,-3,-5,6,1,1,-5,3,-2,1.3
COc1cc(C(=O)N[C@H](C(=O)Nc2nnc(C3CC3)s2)C(C)C)cc(OC)c1OC,-7,8,-5,-4,4,2,1,-1,-2,-1.9
CCc1cccc(CC)c1NC(=O)c1ccccc1,6,5,0,1,-4,3,1,1,-3,0.4
COc1ccc(CNC(=O)C2(C)Cc3c(-c4ccccc4)ccnc3O2)cc1OC (stereo unspecified),-3,-13,-5,-3,.,-3,-3,-1,1,1.7
Cc1cc2oc(=O)cc(-c3ccccc3)c2c(C)c1-c1ccc(OC(F)(F)F)cc1,1,13,0,0,-3,1,0,4,-6,0.3
CCOC(=O)C1=C(C)N(CCCC(=O)O)C(=O)NC1c1ccc(C(F)(F)F)cc1 (stereo unspecified),5,1,0,5,.,2,-1,5,-4,0.6
Cc1ccc(NC(=O)Cc2ccc(F)cc2)c(S(=O)(=O)N2CCOCC2)c1,2,.,-6,-2,.,2,.,1,-1,.
Cc1ccc(NC(=O)c2ccc(S(=O)(=O)N(C)c3ccccc3)cc2)cc1S(=O)(=O)N1CCOCC1,0,-14,-4,3,-5,0,9,6,2,0.1
# (list continues)
SMILES,mABHD4 FP,ASAP1 GAP inh,SMARCA2 activ,GC-B act,HTRA1 inh,NPR1 activator,ARFGAP1 inh,rCAG RNA binder,NR1D1 modulator,PG9 binder
O=S(=O)(c1cccs1)N1CCN(CCOc2ccccc2)CC1,-12,-9,-1,3,0,2,-8,-3,2,-0.9
O=C(NC1CCCCCCC1)C1c2ccccc2C(=O)N1Cc1ccco1 (stereo unspecified),-7,0,0,6,2,2,-3,-1,-1,-2.0
CCN(Cc1ccccc1)C(=O)COC(=O)c1cc(S(=O)(=O)Nc2ccccc2OC)ccc1O,31*,-11,-2,0,3,-2,2,13,2,-1.9
CCOc1ccc(S(=O)(=O)Nc2cccc(C(=O)N3CCN(C(C)=O)CC3)c2)cc1,7,8,-2,-3,0,1,12,-1,0,-0.4
COc1ccc(N=C2SC(C(=O)N3CCN(c4ccc([N+](=O)[O-])cc4)CC3)CC(=O)N2C)cc1 (stereo unspecified),1,0,-3,-8,9,-19,3,0,6,-1.1
O=C(CSc1nnc(C2CCCCC2)o1)N1CCCCC1,-13,-7,3,6,-3,2,2,-4,0,2.9
CC1=NN(C(=O)c2ccco2)C(O)(c2ccccc2)C1 (stereo unspecified),-2,11,1,3,2,0,3,-1,3,-2.4
COc1ccc(-n2cc(C(=O)O)c(=O)cc2C)cc1,-2,1,0,0,0,0,5,3,-2,0.2
Cc1cccc(-[n+]2c(C)cc(C)c3c(=O)[nH]c(=O)[nH]c32)c1,3,-4,0,3,3,0,-16,5,-4,0.7
O=C(Nc1ccccc1[N+](=O)[O-])NC1CCCCN(Cc2ccc(Cl)cc2)C1=O (stereo unspecified),-6,.,-3,1,.,1,.,4,7,.
COc1cc(OC)cc(C(=O)NCC(=O)N2CCC(C)CC2)c1,-9,14,-2,-5,3,0,4,0,-4,-0.5
COc1ccc(S(=O)(=O)N2CCCCC2C(=O)O)cc1 (stereo unspecified),2,-3,0,-2,-2,4,12,0,1,-1.0
Cc1cc(N2CCOCC2)nc(SCC(=O)c2ccccc2)n1,6,-13,6,5,-3,0,6,-1,0,-1.0
CC(=O)Nc1ccccc1C(=O)N1CCN(c2cccc(C)c2C)CC1,2,-5,-1,3,-5,3,-5,-6,1,0.4
CCN1C(=O)[C@@H]2[C@@H](c3ccc(-c4ccc(C(C)=O)cc4)cc3)N3CCCC[C@@]3(C(=O)OC)[C@@H]2C1=O,-17,8,0,1,-9,0,7,3,3,0.4
O=C(c1ccc(OC2CCN(C/C=C/c3ccccc3)CC2)cc1)N1CCCC1,2,10,-1,4,-5,3,-3,-11,2,0.1
CCOP(=O)(OCC)C(Nc1ccccn1)c1ccc(F)cc1 (stereo unspecified),2,-6,4,-4,-1,0,5,-1,-4,-0.9
CCC1Oc2ccc(C)cc2N(CC(=O)NCc2ccco2)C1=O (stereo unspecified),-2,5,0,6,-1,-2,-4,3,0,0.3
CCOC(=O)CNC(=O)N1CCCC(C(=O)c2ccccc2SC)C1 (stereo unspecified),1,1,1,5,5,3,-7,-4,5,0.5
COC(=O)c1cc(Br)cn1S(=O)(=O)c1ccccc1,-2,0,-2,-2,-11,-8,0,-4,3,-0.1
NC(=O)NC(c1ccccc1)c1ccccc1,-7,3,1,-3,1,4,10,-4,-2,0.2
COc1cccc(NC(=O)COC(=O)c2cccnc2)c1,-6,2,-1,-2,-1,3,11,4,-1,-0.2
COc1ccc(-c2cc(C(F)(F)F)nc(N3CCN(Cc4ccccc4)CC3)n2)cc1OC,0,6,-5,12,-10,-6,2,3,1,-0.4
Cc1sc2ncn(CC(=O)NCc3ccccc3)c(=O)c2c1C,0,3,-2,0,-3,0,4,-1,0,-1.3
CN(N=Cc1ccc([N+](=O)[O-])cc1)c1ccccn1,4,9,3,-2,12,-3,17,0,-3,1.2
C[C@H](CO)N1C[C@H](C)[C@@H](CN(C)C(=O)NC2CCCCC2)Oc2c(NC(=O)Cc3ccccc3)cccc2C1=O,-1,2,0,0,2,3,11,-5,0,0.3
COc1cc(/C=C/C(=O)OCC(=O)NCCN2C(=O)CSC2=O)ccc1OC(F)F,0,-9,0,0,-2,0,0,-2,-6,-0.9
COc1cc(C(=S)N2CCN(c3ccccc3Cl)CC2)cc(O)c1O,24,5,-3,-2,51*,-5,-9,24,-11,0.7
CC(C)(C)n1nnnc1C(c1ccccc1)N1CCN(c2ccc(F)cc2)CC1 (stereo unspecified),-2,9,-2,-2,.,2,-6,-2,-4,0.8
O=C(c1ccc(Cl)cc1)c1cn[nH]c1-c1ccccc1O,1,8,1,-3,-5,-11,-9,2,-4,1.4

# Compound profiles (already shown). Order of screens: mABHD4 FP, ASAP1 GAP inh, SMARCA2 activ, GC-B act, HTRA1 inh, NPR1 activator, ARFGAP1 inh, rCAG RNA binder, NR1D1 modulator, PG9 binder
# Listed for `CC1=NN(C(=O)c2ccco2)C(O)(c2ccccc2)C1` (stereo unspecified) : -2, 11, 1, 3, 2, 0, 3, -1, 3, -2.4
# Listed for `CCOP(=O)(OCC)C(Nc1ccccn1)c1ccc(F)cc1` (stereo unspecified) : 2, -6, 4, -4, -1, 0, 5, -1, -4, -0.9
# Listed for `COC(=O)c1cc(Br)cn1S(=O)(=O)c1ccccc1` : -2, 0, -2, -2, -11, -8, 0, -4, 3, -0.1
# Listed for `CCC1Oc2ccc(C)cc2N(CC(=O)NCc2ccco2)C1=O` (stereo unspecified) : -2, 5, 0, 6, -1, -2, -4, 3, 0, 0.3
# Listed for `COc1ccc(-n2cc(C(=O)O)c(=O)cc2C)cc1` : -2, 1, 0, 0, 0, 0, 5, 3, -2, 0.2

# Some values from the list:
# `CCN(Cc1ccccc1)C(=O)COC(=O)c1cc(S(=O)(=O)Nc2ccccc2OC)ccc1O` – rCAG RNA binder: 13
# `O=C(c1ccc(Cl)cc1)c1cn[nH]c1-c1ccccc1O` – SMARCA2 activ: 1
